procasp7 counter – counter-screen for procaspase-3 activators: activators of human procaspase-7. 0.093% of 330,000 active. P55210. activation, % at 8.5 µM. recombinant procaspase-7, Ac-DEVD-pNA absorbance 405 nm; D23A/D198A/D206A triple mutant, cannot self-cleave; scale: DMSO 0, 5 µM enzyme 100. AID 463210;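 active means percent activation above the screen-wide mean plus 3 SD, cut at about 25% in these data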
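System: Uncleavable procaspase-7 mutant enzyme; Amount: 2 µM procaspase-7 mutant as dispensed; Schedule: 1 h compound preincubation, 2 h substrate cleavage, 25 °C; Measured by: 405 nm absorbance of p-nitroaniline; Evaluation: percent activation from buffer-corrected 0–120 min absorbance change; Control set: low DMSO alone, high DMSO plus 5 µM PC-7.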
proCasp3 act – activators of human procaspase-3. P42574. recombinant procaspase-3 D3A, Ac-DEVD-pNA absorbance 405 nm. activation, % at 8.5 µM. 0.11% of 330,000 active;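 active means activation above the mean of all tested compounds plus 3 SD, cut at about 21% in these data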;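 further: 0% = DMSO alone and 100% = DMSO wells spiked with extra 5 µM PC-3 D3A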
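Assay system – Procaspase-3 D3A mutant, all three cleavage aspartates alanine · Controls – DMSO-only low control, 5 µM PC-3 D3A high control · Schedule – 1 h compound preincubation, 2 h substrate hydrolysis at 25 °C · Signal – 405 nm absorbance of p-nitroaniline, reads at 0 and 120 min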
AGP1 TOR yeast – yeast TOR pathway AGP1-GFP modulation | GFP response vs DMSO, % at 10 µM | 0.02% of 320,000 active | S. cerevisiae AGP1-GFP multiplex flow cytometry, 3 h; GFP as percent of DMSO wells;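 active means GFP response relative to DMSO above a set limit, near screen average plus 3 SD, cut at about 150% in these data; inconclusive means fewer than 70 cells counted for the yeast strain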;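 further: median GFP channel fluorescence of the gated AGP1 strain per well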
MEP2 TOR yeast – alters MEP2-GFP fluorescence in TOR pathway yeast screen | 0.51% of 330,000 active | AID 2016 | GFP response vs DMSO, % at 10 µM | S. cerevisiae MEP2-GFP strain, flow cytometry GFP, 3 h; 100% = DMSO control level;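 active means GFP response versus DMSO above a set limit, roughly screen mean plus 3 SD, cut at about 180% in these data; inconclusive means fewer than 70 cells counted for a yeast strain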;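 further: median GFP fluorescence of the barcode-gated MEP2-GFP cells per well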
LAP4 TOR yeast – yeast TOR pathway LAP4-GFP modulation; S. cerevisiae LAP4-GFP multiplex, flow cytometry GFP, 3 h; median GFP as percent of DMSO wells; GFP response vs DMSO, % at 10 µM; 0.34% of 320,000 active; AID 2023;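 active means GFP response vs DMSO above a set limit, about the screen mean plus 3 SD, cut at about 150% in these data; inconclusive means under 70 cell events counted for the yeast strain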
RPL19A TOR yeast – alters RPL19A-GFP fluorescence in TOR pathway yeast screen. S. cerevisiae RPL19A-GFP strain, flow cytometry, 3 h; stronger effect = lower value. percent response vs DMSO, % at 10 µM. 0.3% of 330,000 active;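 active means percent response vs DMSO below 50%; inconclusive means fewer than 70 events counted for the yeast strain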;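 further: median channel GFP fluorescence of the barcoded RPL19A-GFP strain; ratio of sample median GFP to plate DMSO average so 100% = DMSO; lower means less RPL19A-GFP as with rapamycin TOR inhibition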
AHR act – activators of human aryl hydrocarbon receptor; P35869; 2.5% of 320,000 active; AHR-responsive luciferase reporter cells, luminescence; AID 2796; activation, % at 5 µM; in the data active means activation above about 47%;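 further: 0% = vehicle wells and 100% = reference agonist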
Target sequence (P35869 whole entry, looked up): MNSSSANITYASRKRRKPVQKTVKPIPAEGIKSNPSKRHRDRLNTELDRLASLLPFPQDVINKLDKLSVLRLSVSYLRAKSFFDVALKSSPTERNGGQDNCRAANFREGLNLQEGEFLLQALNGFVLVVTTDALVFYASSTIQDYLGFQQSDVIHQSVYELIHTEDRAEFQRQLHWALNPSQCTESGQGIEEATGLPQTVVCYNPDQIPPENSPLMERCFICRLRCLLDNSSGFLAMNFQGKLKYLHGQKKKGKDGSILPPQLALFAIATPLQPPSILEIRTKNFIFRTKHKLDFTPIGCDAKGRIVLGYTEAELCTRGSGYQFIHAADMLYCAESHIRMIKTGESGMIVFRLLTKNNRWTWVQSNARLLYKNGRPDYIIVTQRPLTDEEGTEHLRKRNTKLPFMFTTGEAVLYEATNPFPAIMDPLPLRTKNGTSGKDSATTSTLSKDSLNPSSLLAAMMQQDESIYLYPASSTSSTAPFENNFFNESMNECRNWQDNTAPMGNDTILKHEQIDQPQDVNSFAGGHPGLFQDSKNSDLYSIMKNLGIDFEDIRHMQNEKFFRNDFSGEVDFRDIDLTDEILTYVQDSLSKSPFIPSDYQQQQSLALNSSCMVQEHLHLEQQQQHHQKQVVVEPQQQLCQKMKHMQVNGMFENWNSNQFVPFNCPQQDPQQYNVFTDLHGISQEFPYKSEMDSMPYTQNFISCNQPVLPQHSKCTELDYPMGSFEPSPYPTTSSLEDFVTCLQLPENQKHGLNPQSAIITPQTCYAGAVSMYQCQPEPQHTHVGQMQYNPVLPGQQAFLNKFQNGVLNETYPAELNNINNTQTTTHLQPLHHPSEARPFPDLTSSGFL
CIT2 TOR yeast – alters CIT2-GFP fluorescence in TOR pathway yeast screen; S. cerevisiae CIT2-GFP strain, flow cytometry, 3 h; 100 means same as DMSO wells; GFP response vs DMSO, % at 10 µM; 0.065% of 320,000 active; AID 2029;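 active means GFP response relative to DMSO above a set limit, near the screen mean plus 3 SD, cut at about 150% in these data; inconclusive means Fewer than 70 cells measured for a yeast strain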;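 further: ratio of well median GFP fluorescence to mean of DMSO wells on the plate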
Starred values were filed as active, the others as inactive; ? = inconclusive; . = not tested or not shown; [ ] = remark or other dose.

cpd	SMILES	AHR act	MEP2 TOR yeast	AGP1 TOR yeast	RPL19A TOR yeast	proCasp3 act	CIT2 TOR yeast	procasp7 counter	LAP4 TOR yeast
1	CCCCC(c1nnnn1Cc1ccco1)N1CCN(C(=O)c2ccco2)CC1 (configuration not stated)	3	89	94	93	-6	85	-4	90
2	Cc1cc(C(=O)NCCCc2ccccc2)no1	-3	106	105	100	1	102	-2	105
3	CC(c1ccco1)N(C(=O)COc1ccccc1[N+](=O)[O-])c1ccccn1 (configuration not stated)	2	102	105	106	11	98	-7	99
4	CCN(CC)C(=O)CN(c1cc(Cl)ccc1OC)S(C)(=O)=O	1	103	103	100	7	97	4	100
5	CC(=O)/C=C(\C)NCCNc1c(F)c(F)c(CO)c(F)c1F	0	101	106	103	8	101	3	95
6	COc1ccc2nc(N3C(=O)CNC3=S)sc2c1	2	88	93	102	-4	90	-3	116
7	COC(=O)c1ccc(N2CCN(S(=O)(=O)c3c(C)cc(C)cc3C)CC2)c([N+](=O)[O-])c1	2	102	102	100	-3	100	-1	106
8	Cc1cc(NC(=O)Cn2nc(C(=O)O)c3ccccc3c2=O)c([N+](=O)[O-])cc1C	1	104	100	101	6	106	3	97
9	Cc1ccc(NS(=O)(=O)c2c(C)[nH]c(C)c2C(=O)N2CCCCC2)cc1C	3	108	99	99	1	103	6	106
10	CCc1nnc(SCC(=O)Nc2ccc3c(c2)OCO3)o1	-1	97	88	89	-5	93	5	83
11	Cc1ccc2nc(SCC(=O)N3CCCCCC3)nc(=O)n2c1	2	107	106	102	7	103	11	106
12	CN(C)/C=C/C(=O)c1cc(F)cc(C(F)(F)F)c1	2	96	96	102	0	98	-8	77
13	Cc1cc(OCc2nn[nH]n2)c2c(C)c(CC(=O)O)c(=O)oc2c1	3	96	93	94	3	105	10	91
14	CCOc1ccc(NC(=O)CN(C)C(=O)c2ccc(C)c(S(=O)(=O)N3CCCCC3)c2)cc1OCC	.	101	87	102	.	93	.	79
15	O=C(COC(=O)c1ccc2c(c1)OCO2)Nc1ccccc1Cl	1	102	91	91	9	86	5	98
16	CCc1cccc2c(C(=O)COC(=O)[C@@H]3CC(O)CN3S(=O)(=O)c3ccccc3[N+](=O)[O-])c[nH]c12 (some centres not stated)	11	89	96	101	5	97	10	84
17	COCCNC(=O)C(c1ccc(F)cc1)N(Cc1ccccc1)C(=O)CCC(=O)Nc1nccs1 (configuration not stated)	-2	102	108	101	9	105	1	105
18	O=C1CC2c3ccccc3C1C1C(=O)N(CCc3ccccc3)C(=O)C21 (configuration not stated)	0	105	100	105	5	103	-4	87
19	O=C(CN1C(=O)CSC1=O)NC1CCCCC1	7	96	99	100	8	90	17	94
20	COc1ccc(C(=O)OCCCN(C)C)cc1OC	-1	105	97	100	1	103	-1	91
21	COc1ccc(Cl)cc1C(=O)NNC(=S)NC(=O)/C=C/c1ccco1	5	103	92	94	-1	94	-3	82
22	CCC(=O)Nc1ccc(Cl)c(NC(=O)c2ccc(Br)o2)c1	6	104	92	95	0	99	0	104
23	Nc1nnc(CCN2C(=O)CSC2=O)s1	-2	100	102	100	2	107	-2	98
24	CC(C)c1[nH]nc2c1C(c1cccs1)C(C#N)=C(N)O2 (configuration not stated)	1	100	104	101	-1	94	7	100
25	COCCNC(=O)Nc1ccc2nc(C)sc2c1	0	127	82	91	5	105	7	98
26	CC(=O)N(CN1C(=O)c2ccc([N+](=O)[O-])cc2C1=O)c1cccc(C(=O)O)c1	-1	98	98	104	8	101	-7	102
27	COc1ccc(-n2c(C)nnc2SCC(=O)Nc2ccccc2F)cc1	0	97	101	98	3	92	-6	107
28	Clc1ccc(SCCN2CCNCC2)cc1	-4	95	105	100	6	98	-10	90
29	Cc1cc(=O)oc2cc(OCC(=O)NCCCN3CCOCC3)ccc12	2	90	98	93	-9	102	10	98
30	Cc1cc(C)c(NC(=O)CSc2ccc3nnc(CCNC(=O)c4ccccc4)n3n2)c(C)c1	0	98	100	104	-3	95	0	100
31	CCCn1c(SCC(=O)c2c(N)n(C3CC3)c(=O)[nH]c2=O)nc2cc(S(N)(=O)=O)ccc21	-2	100	106	101	1	93	-5	97
32	Nc1cc(=O)[nH]c(SCCSc2ccc(F)cc2)n1	-10	110	100	101	-13	104	-3	101
33	O=C(c1ccc(=O)[nH]c1)N1CCN(S(=O)(=O)c2ccc(Cl)cc2)CC1	1	106	104	102	9	105	0	99
34	O=c1[nH]cc(S(=O)(=O)N2CCOCC2)c(=O)[nH]1	-2	99	96	93	-6	98	6	94
35	CN(C)/C=N/c1ncc(C(=O)c2ccc3ccccc3c2)s1	1	94	79	94	-1	90	-8	108
36	O=c1c2ccccc2ccc2ccc(P(=O)(O)O)cc12	-1	91	75	95	7	101	5	87
37	CCOC(=O)c1oc2ccccc2c1NC(=O)CN1CCOCC1	38	98	97	96	8	92	-6	118
38	COCCn1nnnc1C(c1ccc(C(F)(F)F)cc1)N1CCOCC1 (configuration not stated)	1	102	106	106	-6	112	-2	102
39	COc1ccc(S(=O)(=O)Nc2c(C(=O)O)[nH]c3ccccc23)cc1OC	55*	97	94	97	1	87	-6	101
40	CC(=O)Nc1ccc(S(=O)(=O)N2CCC(C(=O)NCCc3ccc(Cl)cc3)CC2)cc1	.	118	103	105	.	103	.	109
41	COc1cccc(C(=O)NNC(=O)Cc2cccs2)c1	7	106	101	95	6	99	4	101
42	COCCn1c(C23CC4CC(CC(C4)C2)C3)n[nH]c1=S	-1	106	102	97	-10	95	-14	103
43	CCC(C(=O)Nc1cc(Cl)ccc1OC)c1ccccc1 (configuration not stated)	4	101	99	107	3	98	-5	102
44	COc1ccc(C(NC(=O)N2CC(C)OC(C)C2)C(Cl)(Cl)Cl)cc1F (configuration not stated)	-2	115	108	103	-4	108	-2	107
45	CCCn1cnc2c(N)c(C)c(C)cc21	4	101	104	104	0	105	-4	104
46	COc1ccc(S(=O)(=O)N2CCOCC2)c2ccccc12	10	114	103	101	1	98	10	103
47	CCOC(=O)NC(=O)c1cn(Nc2ccccc2)c(=O)[nH]c1=O	-3	99	108	101	-10	109	4	124
48	CCOC(=O)Nc1cc(Br)c2c(c1)OCCO2	14	90	73	93	-4	66	-10	133
49	CCOC(=O)CSc1nc(C)c2ccccc2n1	3	100	88	95	-1	85	-10	95
50	O=C(CCC(=O)OCC(=O)c1ccccc1)Nc1cccc(Cl)c1	0	108	102	103	6	99	1	105

The list continues.
cpd	SMILES	AHR act	MEP2 TOR yeast	AGP1 TOR yeast	RPL19A TOR yeast	proCasp3 act	CIT2 TOR yeast	procasp7 counter	LAP4 TOR yeast
51	COc1ccc(NC(=O)N(CCCN(C)C)Cc2cc3cc(OC)ccc3[nH]c2=O)cc1	-1	108	100	107	2	105	-7	100
52	CCc1ccccc1N/C(=N\S(=O)(=O)c1ccccc1)C(F)(F)F	-1	97	98	99	-4	101	12	80
53	COc1ccccc1N(CC(O)CN1CCCCC1)S(=O)(=O)c1ccc(C)cc1 (configuration not stated)	0	100	94	91	-1	108	-8	100
54	CCn1c(SCC(=O)OC(C)C)nnc1-c1ccccc1	0	102	106	104	14	100	-8	111
55	Cc1cccc(C)c1NC(=O)CN1C(=O)NC(C)(CCc2ccccc2)C1=O (configuration not stated)	1	100	99	95	2	94	11	110
56	CC(C)=CCc1c(O)cc2c(=O)c3ccc(O)cc3oc2c1O	62*	116	111	98	0	93	5	121
57	O=C(O)CCc1ccc(-c2ccc(F)cc2)n1CC1CCCO1 (configuration not stated)	0	105	102	103	-2	112	0	105
58	CCOc1cc(/C=N\Nc2ncc(F)c(N3CCOCC3)n2)ccc1Oc1nc(Cl)ncc1F	-10	89	105	98	11	88	8	99
59	CCOC(=O)C(=Cc1ccc(-c2ccsc2C(=O)OC)o1)C(=O)OCC	-1	106	92	96	-3	86	-13	97
60	O=C(CCN1C(=O)COc2ccccc21)NCc1ccco1	-3	104	108	100	6	100	7	103
61	COc1cccc(NC(=O)C(=S)NC2CCCCC2)c1	19	105	98	114	0	107	8	101
62	O=C(NCc1ccc2c(c1)OCO2)C1COc2ccccc2O1 (configuration not stated)	14	103	98	95	-1	89	5	112
63	COc1ccc(C(=O)N/C(=C\c2cn(C)c3ccccc23)C(=O)NCCCN2CCOCC2)cc1	6	98	95	93	7	94	-10	91
64	O=C(Nc1ccccc1)Nc1ccccc1C(=O)NCCCN1CCOCC1	1	91	83	90	-1	90	2	114
65	Cc1cc(C)n(Cc2ccccc2Cl)n1	-5	103	105	105	14	96	1	102
66	CC1CCCCC1NC(=O)CSc1nc2ccccc2c(=O)n1Cc1ccco1 (configuration not stated)	1	103	104	96	8	103	7	94
67	CC(C)c1nnc(SCC(=O)NC2CCCC2)n1C	1	104	99	103	7	98	-3	97
68	O=C(CC(C(=O)O)c1ccc(Cl)cc1Cl)c1ccc(Cl)cc1 (configuration not stated)	0	103	100	106	-2	100	-6	90
69	O=C(Nc1cccc2ccccc12)/C(=C/c1ccc([N+](=O)[O-])cc1)NC(=O)c1ccccc1	33	107	92	97	-4	93	-6	100
70	O=C(Nc1nccs1)c1cc(S(=O)(=O)N2CCOCC2)c(Cl)cc1Cl	1	98	100	98	3	104	4	89
71	Cc1ccc(NC(=S)N2CCN(CCN3C(=O)c4cccc5cccc(c45)C3=O)CC2)cc1	107*	100	102	102	-11	101	-4	94
72	O=C(CSc1nnc(-c2ccc(F)cc2)o1)N1CCCC1	6	102	100	100	7	101	5	92
73	Cc1cc(C)c(C#N)c(Nc2cccc(C)c2C)n1	41	91	95	93	15	100	-2	83
74	CCOC(=O)c1nc(C)n(-c2cc(Cl)ccc2Cl)n1	2	110	111	118	-5	112	5	112
75	COc1cccc(-n2c(SCC(=O)O)nnc2-c2cccnc2)c1	2	97	93	96	-1	95	-4	90
76	CC(=O)N1CCOc2ccc(S(=O)(=O)NCCc3cccc(C)c3)cc21	-1	95	99	98	2	105	13	103
77	Cc1ccc(NC(=O)c2cccc3cccnc23)cc1	121*	603*[may fluoresce violet]	?	49*[may fluoresce violet]	6	?	-1	75[may fluoresce violet]
78	O=C(CCCN1C(=O)/C(=C/c2cccc(Br)c2)SC1=S)Nc1cccnc1	-3	94	91	92	-8	91	-18	87
79	O=C(Nc1ccc(S(=O)(=O)N2CCOCC2)cc1)c1c(F)cccc1F	6	109	97	105	-7	89	0	108
80	Cc1ccc(NC(=O)CN2CCCC2c2cccs2)cc1S(=O)(=O)N1CCCCC1 (configuration not stated)	1	98	98	98	4	96	7	92
81	COc1ccc([C@@H]2[C@H]3C(=O)N(c4cccc(C(F)(F)F)c4)C(=O)[C@H]3ON2C)cc1	-1	106	102	103	4	99	4	95
82	COc1ccccc1OCC(=O)NCCCn1ccnc1	26	104	103	105	0	106	1	94
83	Cn1c(=O)c2ncn(CC(=O)N/N=C/c3ccco3)c2n(C)c1=O	2	101	100	105	-6	97	1	101
